CCT chaperon mod – modulators of cytosolic chaperonin (CCT/TRiC) activity | activity change, % (no concentration beside the values), hits read low | hit rate 0.3% among 360,000 | AID 651819 | purified chaperonin ATPase assay, HTRF ADP detection, 30 min; in the data active = activity change below about -30%; note: % is set by controls: 0 for no effect and ±100 for the full control effect
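TRiC (40 or 20 nM final, by batch activity) in 30 mM Tris pH 7.4, 100 mM KCl, 5 mM MgCl2, 1 mM DTT was treated with compound at 76 uM single dose, then 10 uM ATP, 30 min at 37 °C. ADP was read by HTRF Transcreener.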
A549 viability – counter-screen for Nrf2 inhibitors: cytotoxicity in A549 cells. A549 ARE-Fluc cells, CellTiter-Fluor viability, 18-24 h. Potency, µM (top dose mostly 46 µM), inactives show at the highest dose activity change, negative = cytotoxicity, most hits filed as inhibitors. hit rate 0.16% among 390,000; note: potency is the fitted concentration of half-maximal effect; % is set by controls: 0 for no effect and ±100 for the full control effect
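A549 ARE-Fluc cells in 5% FBS OPTI-MEM, 5000 cells/well, rested 2 h then exposed to compounds in concentration-response for 18-24 h at 37 °C. Viability by CellTiter-Fluor fluorescence (Ex 405/Em 525) after 30 min; luciferase luminescence (BugLite, 15 min, RT) read afterwards.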
pAkt inh – Akt phosphorylation inhibition; Neuro2A IGF-stimulated pAkt S473 HTRF, 20 min; active compounds read low; activity change, % for hits at 50 µM; hit rate 0.32% among 360,000; AID 651550; in the data active = activity change below about -80%; inconclusive = mostly about -51% to -80%; note: % is set by controls: 0 for no effect and ±100 for the full control effect
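Neuro2A cells in DMEM with 0.5% FBS, overnight at 37 deg C, given compound at single 50 µM final, then IGF (6 nM final) for 20 min at 37 deg C. Lysed; phospho-Akt Ser473 by HTRF after 24 h, 665/615 ratio.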
EPAC2 antagonist – blocks human EPAC2 exchange factor. Q8WZA2. EPAC2 GEF exchange of Rap1B-BODIPY-GDP, fluorescence. Potency, µM (highest dose often 114 µM), for inactives: at the top dose activity, negative = inhibition, hits mostly inhibitors. hit rate 0.18% among 360,000. AID 720708; note: potency is the fitted concentration of half-maximal effect; % is set by controls: 0 for no effect and ±100 for the full control effect; nearly all actives have a fitted effect of over 45% in size; many of its hits are not listed in these tables
Target sequence (Q8WZA2 whole entry, looked up): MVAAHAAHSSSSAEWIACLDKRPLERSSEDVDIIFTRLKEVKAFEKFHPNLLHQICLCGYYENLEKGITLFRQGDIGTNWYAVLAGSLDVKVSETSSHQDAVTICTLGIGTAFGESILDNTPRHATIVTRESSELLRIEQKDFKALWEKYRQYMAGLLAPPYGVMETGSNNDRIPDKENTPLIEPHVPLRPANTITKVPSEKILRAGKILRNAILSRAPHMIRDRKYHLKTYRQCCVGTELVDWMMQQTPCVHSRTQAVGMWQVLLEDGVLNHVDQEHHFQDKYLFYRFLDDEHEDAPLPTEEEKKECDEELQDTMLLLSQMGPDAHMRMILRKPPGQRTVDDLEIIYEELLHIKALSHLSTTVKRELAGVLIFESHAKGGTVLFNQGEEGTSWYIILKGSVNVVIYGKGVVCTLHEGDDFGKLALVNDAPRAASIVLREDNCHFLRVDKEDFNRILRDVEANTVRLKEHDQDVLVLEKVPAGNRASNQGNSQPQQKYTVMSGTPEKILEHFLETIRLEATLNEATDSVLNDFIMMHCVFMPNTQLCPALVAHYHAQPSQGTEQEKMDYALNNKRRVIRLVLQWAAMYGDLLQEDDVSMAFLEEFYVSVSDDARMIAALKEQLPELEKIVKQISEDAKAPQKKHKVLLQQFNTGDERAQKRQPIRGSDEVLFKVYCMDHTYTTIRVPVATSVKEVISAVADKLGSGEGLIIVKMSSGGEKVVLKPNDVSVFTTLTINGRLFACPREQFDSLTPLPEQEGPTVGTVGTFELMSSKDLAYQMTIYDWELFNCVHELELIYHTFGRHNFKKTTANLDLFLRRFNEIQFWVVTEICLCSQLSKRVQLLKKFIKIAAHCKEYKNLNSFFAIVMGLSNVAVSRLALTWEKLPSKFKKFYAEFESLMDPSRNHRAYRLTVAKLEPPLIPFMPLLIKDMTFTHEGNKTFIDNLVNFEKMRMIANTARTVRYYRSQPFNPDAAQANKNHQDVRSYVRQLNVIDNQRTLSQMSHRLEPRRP
TGFb SMAD3 inh – inhibitors of TGF-b signaling; HepG2 CAGA-GFP TGF-b/SMAD3 reporter, GFP fluorescence, 18 h; TGF-beta stimulated, 500 pg/mL final; Potency, µM (doses to about 46.1 µM), for inactives: at the highest dose activity, negative = inhibition, hits mostly inhibitors; hit rate 1.2% among 410,000; note: potency is the fitted concentration of half-maximal effect; % is set by controls: 0 for no effect and ±100 for the full control effect; nearly all actives have a fitted effect of over 65% in size
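Inhibition of TGF-beta-driven CAGA-GFP reporter expression in HEPG2 cells is measured by cellular GFP fluorescence after 18 h stimulation with 500 pg/mL recombinant TGF-beta in 1% FBS medium at 37 degrees C.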
Nrf2 ARE act – activates Nrf2 signaling; AREc32 ARE-luciferase reporter (MCF7-derived line), luminescence, 24 h; Potency, µM (top dose mostly 46.1 µM), for the others: at the top dose activation, usual class: activators; hit rate 0.31% among 410,000; AID 624171; note: potency is the fitted concentration of half-maximal effect; % of control where 0% means no effect; nearly all actives have a fitted effect of over 65% in size
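Cells of the AREc32 ARE-luciferase line are plated in OPTI-MEM containing 5% FBS and left overnight at 37 deg C. Compounds are pinned in, incubation continues 24 hr, and firefly luciferase signal is then measured.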
Nrf2 inh – blocks Nrf2 signaling; A549 ARE-Fluc reporter, luciferase luminescence, 18-24 h; Potency, µM (series often up to 46 µM), for inactives: at the highest dose activity change, negative = inhibition, usual class: inhibitors; hit rate 2.1% among 360,000; AID 504444; note: potency is the fitted concentration of half-maximal effect; % is set by controls: 0 for no effect and ±100 for the full control effect; nearly all actives have a fitted effect of over 60% in size
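A549 ARE_Fluc cells, 5000/well, 5% FBS OPTI-MEM; compounds in dose-response, 18-24 h at 37 °C/5% CO2; CellTiter-Fluor viability read (Ex 405/Em 525), then BugLite luciferase luminescence = Nrf2 activity.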
Mm-Cpn inhibitor – inhibitors of Methanococcus maripaludis chaperonin (MmCpn). purified Mm-Cpn ATPase, ADP Transcreener TR-FRET. Potency, µM (titrated, usually from 76.9 µM), without a hit: top-dose activity, negative = inhibition, actives largely listed as inhibitors. hit rate 0.031% among 330,000; note: potency is the fitted concentration of half-maximal effect; % is set by controls: 0 for no effect and ±100 for the full control effect; nearly all actives have a fitted effect of over 80% in size
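Inhibition of chaperonin ATP hydrolysis is measured as reduced ADP production, detected by competitive TR-FRET in which signal falls with ADP. Final enzyme 25 nM and ATP 10 uM, reacted 30 min at 37°C.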
EPAC2 agonist – activates human EPAC2 exchange factor. Q8WZA2. Potency, µM (doses to about 154 µM), for inactives: at the top dose activation, hits mostly activators. hit rate 0.079% among 360,000. EPAC2 activation, biochemical qHTS; response scale: 100% = 6.5 mM cAMP response; note: potency is the fitted concentration of half-maximal effect; nearly all actives have a fitted effect of over 50% in size
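Nucleotide exchange monitored as fluorescence drop when BODIPY-GDP leaves Rap1B. Reaction: 100 nM EPAC2, 250 nM RAP1B-BODIPY-GDP, 50 uM GDP, room temperature, kinetic read over 30 min. Activity expressed relative to 6.5 mM cAMP.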
Starred values were filed as active, the others as inactive; i = inactive; ? = inconclusive; . = not tested or not shown; & = joins results of further samples; [ ] = dose if it differs, or a comment. Unless noted, calls come from the whole dose curve; as a rule, active = well fitted curve in the direction sought with a large enough effect; inconclusive = small, poorly fitted or top-dose-only effect, or another doubt; inactive = no such curve, though single readings can be large; an effect the other way counts as inactive or inconclusive. Only part of the results is shown. The share of hits here may be higher or lower than overall.

Under each structure: A549 viability	CCT chaperon mod	pAkt inh	TGFb SMAD3 inh	Nrf2 ARE act	EPAC2 antagonist	EPAC2 agonist	Mm-Cpn inhibitor	Nrf2 inh
> CCOC(=O)C1(Cc2cccc(OC)c2)CCN(Cc2cccc3cnccc23)CC1
    0%	-1.7	i	-20%	2.0%	-3%	13%	-1%	?
> CN(Cc1cc2ccccc2[nH]c1=O)S(C)(=O)=O
    14%	-3.2	i	25%	3.2%	3%	13%	2%	15%
> Cc1ccc(-c2csc3nc(SCC(=O)N(C)C)n(Cc4ccccc4)c(=O)c23)cc1
    0%	-3.1	i	-7%	3.4%	-1%	27%	-12%	?
> NC(=O)C1(C(=O)O)OC1(c1ccc(Cl)cc1)c1ccccc1Cl (centres undefined)
    -3%	-0.1	i	3%	0.1%	-23%	4%	.	3%
> COC(=O)Nc1nnc(-c2ccccc2OC)s1
    0%	2.2	i	6%	4.9%	10%	7%	-6%	?
> CCN(CC)CCNC(=S)Nc1ccc2nc(N3CCN(CC)CC3)cc(C)c2c1
    ?	-2.7	i	0%	0.4%	0%	-9%	0%	6%
> COC(=O)/C=C/c1cc(F)ccc1S(=O)(=O)NC(C)(C)C
    -2%	0.1	i	6%&-4%	26%	16%	-2%	.	12%
> C[n+]1ccn(CC(=O)c2cccs2)c1
    1%	-1.6	i	2%	0.5%	0%	10%	-2%	-19%
> CCSc1nnc2ccc(-c3ccco3)nn12
    -3%	-1.4	i	0%	2.2%	-1%	-1%	-5%	1%
> N#CC12C(N)=NC3(OCCO3)C1(C#N)C1=C(CCC1)NC2c1ccccc1 (centres undefined)
    -2%	-0.4	.	4%	3.2%	2%	-1%[15.6 µM]	0%	-22%
> O=C(Cn1cc(S(=O)(=O)Cc2ccc(F)cc2)c2ccccc21)NCCc1ccccc1
    -7%	.	.	0%	4.9%	.	.	.	-17%
> CCOc1ccc(N(CC(=O)NCCc2ccccc2)C(=O)c2csnn2)cc1
    2%	1.0	i	-16%	3.1%	10%	0%	2%	?
> O=C(CSc1nnc(-c2ccco2)o1)c1ccccc1Cl
    2%	2.4	i	0%	8.0%	5%	-2%	-3%	?
> O=C(O)C1C2C=CC(O2)C1C(=O)NC1CCCc2ccccc21 (centres undefined)
    -6%	-1.8	i	-7%	-0.8%	7%[57.1 µM]	8%	1%	13%
> COc1ccccc1CNC(=O)CN1C(=O)CCCc2ccccc21
    -2%	.	.	0%	-0.8%	.	.	.	18%
> CC1CN(Cc2ccco2)C(=S)NC1=O (centres undefined)
    -1%	-2.2	i	35%[activator]	0.3%	5%	8%	.	3%
> Cc1cc(C)c2c(c1)/C(=c1/sc3n(c1=O)CN(c1ccccc1)CN=3)C(=O)N2
    -9%	-4.5	i	10%	-0.2%	2%	2%	0%	-1%
> Cc1ccc(C(=O)NC2(C(Cl)Cl)N=C(c3ccccc3)N=C2N)cc1 (centres undefined)
    12%	-0.5	i	-28%	-0.4%	-4%	1%	-1%	3%
> Cc1ccccc1NS(=O)(=O)c1ccc(C(=O)N2CCCCCC2)cc1
    -2%	-2.1	i	-25%	0.1%	-11%	-4%	1%	?
> Nn1c(SCC(=O)N2CCCc3ccccc32)nncc1=O
    -7%	0.5	i	23%	0.8%	-2%	4%	-4%	0%

Further results follow:
Under each structure: A549 viability	CCT chaperon mod	pAkt inh	TGFb SMAD3 inh	Nrf2 ARE act	EPAC2 antagonist	EPAC2 agonist	Mm-Cpn inhibitor	Nrf2 inh
> O=C(CCN1C(=O)/C(=C\c2ccccc2)SC1=S)NNC(=O)c1ccccc1O
    0%	0.6	i	15%	0.1%	2%	10%	1%	5%
> COc1cc(C(=O)Nc2ccc3nc(N4CCN(C)CC4)cc(C)c3c2)cc(OC)c1OC
    -13%	-2.4	i	1%	11%	-2%	13%	0%	-2%
> CC(C)C(NC(=O)C(C)N1C(=O)c2ccccc2C1=O)c1ccccc1 (centres undefined)
    22%	-1.4	i	8%	0.1%	3%	4%	0%	-8%
> Fc1cccc(C2NC(=S)NC3=C2N2CCC3CC2)c1 (centres undefined)
    ?	-3.3	i	4%	-0.1%	-11%[57.1 µM]	8%	-1%	-21%
> O=C(NNC(=O)c1cccc(S(=O)(=O)N2CCN(c3ccccc3)CC2)c1)c1ccc(Cl)cc1
    1%	1.3	i	?	2.5%	-1%	-6%	2%	?
> CCCOc1ccccc1C(=O)NCCCC(=O)O
    26%	2.8	i	2%	0.8%	3%	-4%	-1%	.
> Cc1cc(O)c2c(C)c(CC(=O)NCc3ccccc3Cl)c(=O)oc2c1
    0%	.	.	-4%	3.3%	.	.	.	1%
> COc1ccc(OC)c2c(N3CC(C)OC(C)C3)cc(C(F)(F)F)nc12 (centres undefined)
    -8%	-2.1	-114%*	-9%	-0.6%	0%	4%	-1%	-13%
> Cc1cc(C(=O)N/N=C/c2cccnc2)c2ccccc2n1
    -7%	0.4	i	-2%	-0.8%	-2%	-1%	-5%	-2%
> Cc1cc(NC(=O)COC(=O)C2CCCN2C(=O)c2cccs2)no1 (centres undefined)
    -1%	-0.5	i	-8%	-0.4%	1%	6%	0%	12%
> CCOc1ccc(Br)cc1S(=O)(=O)Nc1ccc(Cl)c(S(=O)(=O)N(CC)c2ccccc2)c1
    ?	-2.1	i	?	3.3%	-1%	-2%	3%	?
> O=C(c1ccccc1)c1ccc(N2CCOCC2)c(F)c1
    -4%	-2.5	.	14%	-0.8%	-3%	-3%	2%	.
> Cc1ccc(Nc2ccc(N3CCN(c4ccc([N+](=O)[O-])cc4)CC3)nn2)cc1
    -3%	-0.1	i	-7%	-0.5%	0%	4%	1%	4%
> CC1(C(=O)Nc2cnc3ccccc3c2)CCN1Cc1ccc2c(c1)OCCO2 (centres undefined)
    .	1.4	i	-6%	0.0%	5%	8%	.	.
> O=S(=O)(c1ccccc1F)N1CCN(Cc2nc3ccccc3[nH]2)CC1
    2%	-2.1	i	-8%	0.4%	1%	7%	-4%	5%
> O=C(O)c1ccc(/C=N/N2CCN(c3ccccc3)CC2)cc1
    -1%	1.0	i	22%	2.5%	-5%	6%	-1%	?
> O=C(Cc1ccc(NC(=O)C2CCN(C(=O)c3ccccc3)CC2)cc1)Nc1cccc(C(=O)N2CCCC2)c1
    1%	0.7	i	12%	-0.1%	3%	6%	.	-5%
> C=CCc1ccc2oc(C(=O)OCC)cc(=O)c2c1O
    0%	-4.4	i	-7%	-0.8%	1%	-4%	1%	1%
> CCOC(=O)Nc1cc(OCC)c(NC(=O)C2CC2)cc1OCC
    16%	-0.4	i	0%	0.3%	13%	5%	-3%	-13%
> COc1ccc(-c2nonc2NC(=O)c2oc3ccc(F)cc3c2C)cc1OC
    -1%	-2.4	i	16%	1.9%	2%	-2%	0%	-16%

Going on with the list:
Under each structure: A549 viability	CCT chaperon mod	pAkt inh	TGFb SMAD3 inh	Nrf2 ARE act	EPAC2 antagonist	EPAC2 agonist	Mm-Cpn inhibitor	Nrf2 inh
> CCOc1ccccc1/C=C/c1nc2ccccc2[nH]c1=O
    -1%	-2.5	i	15%	9.7%	-2%	2%	1%	-11%
> O=C(NCc1ccc2c(c1)OCO2)c1cc2c(s1)CS(=O)(=O)C2
    4%	-3.2	.	5%	1.1%	9%	10%	-1%	2%
> CSc1ccc(S(=O)(=O)NC(C)c2ccccc2)cc1 (centres undefined)
    1%	-2.0	i	-2%	0.4%	-16%	9%	0%	-5%
> Cc1ccc(C(=O)NCCCN2CCN(CCCNC(=O)c3ccc(C)cc3)CC2)cc1
    -2%	0.1	i	0%	-0.6%	12%	7%	.	3%
> Cc1cc(NC(=O)c2ccc(Cn3nc(C)c(Br)c3C)o2)no1
    5%	-2.0	i	-2%	2.8%	-6%	0%	0%	9%
> COC(=O)NC1CC2C=CC1C1C=CC21 (centres undefined)
    .	0.3	i	4%	-0.4%	-10%	4%	.	.
> O=C(O)CCCNC(=O)Cc1ccccc1
    7%	-91*	i	-18%	-0.5%	1%	7%	3%	12%
> Cc1nc(CS(=O)(=O)c2ccccc2)cc(N2CCOCC2)n1
    9%	2.3	i	34%[activator]	2.8%	24%	9%	-1%	?
> C#CC(CC)(CC)NC(=O)c1ccc(Br)s1
    0%	-2.4	i	13%	-0.5%	4%	2%	-6%	-7%
> O=C(COC(=O)CCCOc1ccc(Cl)cc1Cl)Nc1cccc(Cl)c1
    8%	0.7	i	?	0.1%	-14%	10%	3%	-7%
> C/C(Nc1cccc(F)c1)=C(/C#N)C(N)=O
    1%	1.2	i	-26%	-0.8%	-1%	4%	1%	-24%
> O=C(c1ccccc1)N1CCN(C2CC3CCC2C3)CC1 (centres undefined)
    -8%	0.3	i	3%	-0.1%	5%	5%	-1%	-3%
> O=CC(O)C1OC(=O)C(O)C1O (centres undefined)
    6%	1.0	i	1%	-1.0%	33%[activator]	3%	.	-4%
> COc1ccc2cc(-c3[nH]ncc3CN3C[C@@H]4CCC[C@H]3C4)ccc2c1
    ?	-2.7	i	-4%	1.8%	-7%	4%	-2%	?
> CC(Sc1nc(NC(C)(C)C)nc(N(C)C)n1)C(=O)Nc1ccccc1 (centres undefined)
    -13%	1.5	i	-4%	-0.7%	-13%	-6%	2%	9%
> CCN(C(=O)COC(=O)CNC(=O)C1CCCCC1)c1ccccc1
    0%	-1.6	i	-3%	-0.9%	6%	2%	-1%	26%
> CCc1nnc(SCC(=O)Nc2ccc(F)cc2)o1
    4%	1.8	i	5%	0.0%	10%	13%	-1%	2%
> Cc1nc2cc(N=NC3=C(O)CCCC3=O)ccc2s1
    -2%	-2.2	i	1%	3.0%	0%	5%	2%	2%
